PPC-1+TRAIL kill: kills PPC-1 cancer cells in the presence of TRAIL; actives 0.41% (n = 220,000); AID 1443; PPC-1 cells + TRAIL, ATPLite viability luminescence; cell killing (% activity), % at 4 µM;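 active = cell killing above 50% in the first pass at 4 µM, then a duplicate retest at 5 µM averaging 50% or more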;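 note: plate controls were cells with TRAIL plus DMSO for no effect and medium-only wells lacking cells for full effect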
EP2 antag: blocks the human prostaglandin E2 receptor EP2; actives 0.52% (n = 260,000); inhibition, % at 25 µM; C6 glioma cells expressing human EP2, cAMP TR-FRET; cells stimulated with saturating PGE2; AID 1422;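 active = percent inhibition above 40 after rounding to a whole number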;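 note: rat C6 glioma host cells with rolipram phosphodiesterase inhibitor present; the protocol text gives 20 µM as final concentration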
Target sequence (P43116 whole entry, looked up): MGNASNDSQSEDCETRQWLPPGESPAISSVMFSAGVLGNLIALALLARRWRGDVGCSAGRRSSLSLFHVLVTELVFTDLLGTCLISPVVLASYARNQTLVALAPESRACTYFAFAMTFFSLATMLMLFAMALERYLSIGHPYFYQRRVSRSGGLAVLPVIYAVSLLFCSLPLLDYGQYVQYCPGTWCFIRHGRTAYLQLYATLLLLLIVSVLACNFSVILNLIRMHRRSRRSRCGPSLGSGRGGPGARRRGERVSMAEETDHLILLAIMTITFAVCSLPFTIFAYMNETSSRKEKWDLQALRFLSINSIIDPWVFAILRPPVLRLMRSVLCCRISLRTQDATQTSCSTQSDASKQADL
TNF necrop inh: TNF-alpha cell death inhibition in Jurkat FADD-/- cells | Jurkat FADD-/- TNF necroptosis rescue, ATP luminescence, 24 h; 0 = TNF only, 100 = no-TNF cells | activation (protection from cell death), % at 10 µM | actives 0.068% (n = 220,000);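 active = activation, meaning protection from cell death, of at least 50% relative to plate controls; inactive = activation below 50%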;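 note: necroptosis triggered by 40 ng/mL TNF-alpha added together with compound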
CHOP inhibitor: blocks CHOP induction under ER stress. CHO-K1 CHOP-promoter luciferase, tunicamycin-induced, 15-18 h. inhibition, % at 10 µM. actives 3.8% (n = 220,000). AID 2732;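 active = compounds that reduced the stress-induced luciferase reporter signal by more than about 70% of percent inhibition, limit read from the data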;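 note: 0% = tunicamycin plus vehicle and 100% = wells without tunicamycin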
Wee1 degr inh: inhibitors of human Wee1 degradation | P30291 | HeLa Luc-Wee1K328M stability, luciferase luminescence; 100% = proteasome inhibitor MG132 effect | reporter increase, % at 5 µM | actives 1.2% (n = 220,000) | AID 1321;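 active = activation above the mean of all tested compounds plus 3 SD, set per screening run, cut at about 8.8% in these data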;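 note: cells exposed to compound for 20 h before luminescence read; 0% = DMSO alone and 100% = MG132 at 30 µM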
zVAD death inh: blocks zVAD induced death of L929 cells; AID 1377; actives 0.38% (n = 220,000); L929 zVAD necroptosis rescue, ATP luminescence, 24 h; with zVAD 60 µM; viability rescue, % at 10 µM;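 active = activation, scaled between plate controls, above about 75%, limit read from the data; inactive = activation under that limit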;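 note: 0% = zVAD with DMSO and 100% = DMSO alone without zVAD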
FXIa inh 1536: blocks human coagulation factor XIa protease activity | P03951 | purified FXIa, Boc-Glu-Ala-Arg-AMC fluorogenic substrate | inhibition, % at 5 µM | actives 0.14% (n = 220,000);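 active = inhibition of at least 40%; inactive = inhibition below 40%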;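 note: fluorescence of freed AMC excited at 355 nm; 0% = enzyme without compound and 100% = no enzyme blank; many of its hits are not listed in these tables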
Target sequence (P03951 19-387 limits assumed): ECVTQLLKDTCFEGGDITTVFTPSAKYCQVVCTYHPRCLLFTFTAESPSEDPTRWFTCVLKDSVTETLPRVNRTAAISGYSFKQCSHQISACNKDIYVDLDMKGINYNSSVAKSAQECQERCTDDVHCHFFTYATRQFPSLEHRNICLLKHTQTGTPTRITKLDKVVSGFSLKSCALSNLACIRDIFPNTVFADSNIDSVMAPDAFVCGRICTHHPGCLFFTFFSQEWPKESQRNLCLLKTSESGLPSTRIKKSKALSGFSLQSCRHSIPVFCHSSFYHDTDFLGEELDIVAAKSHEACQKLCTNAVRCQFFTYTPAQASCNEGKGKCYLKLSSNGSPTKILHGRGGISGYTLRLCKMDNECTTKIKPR
Target sequence (P03951 388-625 limits assumed): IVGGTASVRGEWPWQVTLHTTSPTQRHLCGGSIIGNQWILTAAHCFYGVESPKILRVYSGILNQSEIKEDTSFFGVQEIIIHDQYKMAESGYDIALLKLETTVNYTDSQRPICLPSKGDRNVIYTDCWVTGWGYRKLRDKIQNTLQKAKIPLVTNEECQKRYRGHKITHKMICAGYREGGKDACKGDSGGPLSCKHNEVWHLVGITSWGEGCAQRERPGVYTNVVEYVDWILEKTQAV
FXIIa inh 1536: factor XIIa (human) inhibition; purified FXIIa, Boc-QGR-AMC fluorogenic substrate, 2 h; inhibition, % at 5 µM; actives 0.3% (n = 220,000); in the data active = inhibition above about 40%;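 note: 0% = enzyme with no compound and 100% = blank without enzyme; many of its hits are not listed in these tables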
Tb hexokinase: T. brucei hexokinase 1 inhibition | recombinant TbHK1, G6PDH-coupled NADH A340 | inhibition, % at 10 µM | actives 0.11% (n = 220,000) | AID 1430;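 active = inhibition of 50% or more in the single-dose primary screen; inactive = inhibition below 50%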
The depositor's hits bear a star; · = no result given; & = joins results of further samples. A portion of the library. The share of hits here may be higher or lower than overall.

Value order – PPC-1+TRAIL kill	EP2 antag	TNF necrop inh	CHOP inhibitor	Wee1 degr inh	zVAD death inh	FXIa inh 1536	FXIIa inh 1536	Tb hexokinase
(1) CC(C(=O)c1ccccc1)n1c(N2CCOCC2)nc2c1c(=O)n(C)c(=O)n2C (stereo unspecified)
    -1.0	18.3	2.1	-5.1	1.4	-0.3	2.3	10.3	0.7
(2) C1CCC(OCCN2CCN(CCOC3CCCCC3)CC2)CC1
    -2.5	·	-1.0	39.2	1.9	-0.5	-3.4	2.6	-6.0
(3) CSc1n[nH]c(NC(C)=O)n1
    10.5	8.8	-2.7	25.6	-1.6	0.1	-6.1	7.0	3.3
(4) CC(C)C(=O)Nc1cc(S(=O)(=O)Nc2ccc(Cl)cc2)ccc1Cl
    7.5	4.0	1.8	32.4	0.7	1.1	-0.3	4.2	-5.6
(5) CC(C)c1nc2sc3c(SCC(=O)NCc4ccco4)ncnc3c2c2c1CCC2
    7.1	15.3	0.2	51.1	3.1	5.3	3.1	19.2	-6.2
(6) O=C(c1ccccc1)c1ccc(OCCO)cc1
    8.9	5.2	-0.5	-13.9	-4.0	7.8	-5.1	2.9	0.4
(7) Cc1cccc(C)c1NC(=O)COC(=O)c1nonc1N
    -2.2	9.8&5.6	0.0	-30.8	-2.2	-0.1	2.6	11.2	2.9
(8) CCOC(=O)c1ccc(Oc2nc(OC)cc(OC)n2)cc1
    1.4	5.0	0.3	3.6	-1.8	0.4	4.9	11.2	5.1
(9) COc1ccc(C)cc1S(=O)(=O)Nc1ccc(F)cc1
    -0.5	16.0	-2.4	0.1	-2.5	-0.1	1.0	14.7	1.9
(10) Cc1ccsc1/C=N/NC(=O)c1ccncc1
    13.3	11.5	0.3	15.2	-1.3	0.9	-1.4	7.0	-39.2
(11) COCCOC(=O)c1c(NC(=O)CN2c3ccccc3CC2C)sc(C(N)=O)c1C (stereo unspecified)
    11.4	2.1	0.7	10.2	-0.5	-0.8	-3.9	2.5	-4.5
(12) COc1ccc(CCNC(=O)CSc2nncn2N)cc1OC
    21.3	14.4	-0.4	50.3	-2.5	0.1	6.5	-13.3	0.2
(13) Cc1sc2nc(SCc3ccccc3)n(Cc3ccco3)c(=O)c2c1C
    14.4	5.2	-1.1	30.3	0.8	0.3	-7.7	0.7	-8.0
(14) CC(=O)Nc1ccc(S(=O)(=O)N2CCN=C2C)cc1
    -0.4	10.9	1.1	29.2	-0.5	-0.6	5.2	6.3	-0.2
(15) COC(=O)c1c(C(=O)NCc2ccccc2)ncn1CC(O)COc1ccccc1 (stereo unspecified)
    5.0	21.3	-3.2	1.6	-3.1	0.2	3.1	13.9	7.4
(16) CC(C)c1ccc(N2C=Nc3ccc(C(C)C)cc3C2)cc1
    -13.2	3.4	-3.0	60.1	4.7	1.0	3.9	12.3	-2.5
(17) O=C(c1ccc(Cl)cc1)N1CCCOC1
    0.5	5.2	-0.9	18.2	-1.2	-0.3	-2.8	2.0	3.2
(18) CCn1cc(CNC(=S)Nc2cccc3ccccc23)cn1
    -9.8	9.0	-1.9	-13.4	9.3*	-2.0	0.9	4.4	-0.6
(19) CN(C)NC(=S)NC1CC2CCC1C2 (stereo unspecified)
    9.1	7.6	0.1	5.3	-3.1	-0.3	-2.2	6.4	8.1
(20) O=C(c1cc(Cl)nc2ccccc12)N1CCc2ccccc2C1
    9.3	6.0	1.0	3.8	0.7	-0.1	41.9*	29.8	9.6
(21) Cn1c(C(=O)N(Cc2ccccc2)Cc2cccs2)cc2sccc21
    12.6	3.3&8.8	-3.1	31.8	0.5	0.6	5.5	11.6	3.6
(22) Cn1c(=O)[nH]c2ncccc21
    0.3	5.4	5.0	-29.5	-2.6	-0.4	-1.1	12.1	-4.6
(23) NC(=S)NN=C(Cc1ccccc1)Cc1ccccc1
    -18.7	4.8	-7.0	10.4	-2.7	-1.7	-1.9	3.7	3.5
(24) C/C(N)=C(/C#N)C(=O)COC(=O)CNS(=O)(=O)c1c(F)cccc1F
    7.6	10.6	-0.3	-14.4	-3.0	1.4	-1.7	3.7	0.3
(25) O=C(Nc1ccc2nn(-c3ccccc3)nc2c1)c1cccs1
    21.2	18.1	0.4	49.6	-2.2	1.3	4.5	16.6	-17.4
(26) CC(C)c1ccc(C(=O)CC2(O)C(=O)N(CN3CCOCC3)c3ccccc32)cc1 (stereo unspecified)
    14.4	11.3	-0.3	-26.1	-1.8	0.3	-3.9	12.5	-7.1
(27) CC(=O)NCCN=C(C)c1sc2ccccc2c1O
    4.3	15.3	-2.0	14.6	1.1	-0.3	-0.1	16.1	-0.4
(28) CCCn1cc([C@@H]2C[C@H]3CN(Cc4cccc(Cl)c4)C(=O)[C@]34CCCN24)c(C)n1
    -17.6	11.1	1.2	-2.1	-2.5	0.1	-3.0	5.6	5.7
(29) CCCCCSc1nnc(-c2ccccc2N)c(=O)[nH]1
    -15.8	12.3	1.2	-4.6	0.2	0.4	1.0	-6.5	-8.1
(30) Cc1ccc(NC(=S)NC(NC(=O)c2ccccc2C)C(Cl)(Cl)Cl)c(C)c1 (stereo unspecified)
    11.2	1.8	-5.7	15.4	-1.2	-0.1	-1.1	8.9	-0.6
(31) Cc1cc(C)cc(NC(=O)CN(C)S(=O)(=O)c2cccc3nsnc23)c1
    -1.8	9.8	-0.7	-13.2	4.4	2.1	-2.1	6.3	-2.3
(32) Cc1ccccc1C(=O)NC(=S)Nc1cccc(NC(=O)C(C)C)c1
    2.6	8.8	-0.3	8.7	2.7	0.2	-1.0	4.7	1.3
(33) O=C(c1ccccc1F)N1CCN(c2cccc(C(F)(F)F)c2)CC1
    -14.3	7.5	0.6	73.7*	-1.6	2.4	3.1	13.6	2.9
(34) CC(=O)C1=C(O)C(=O)N(CCC(=O)O)C1c1ccccc1Cl (stereo unspecified)
    9.0	12.9	-0.4	18.2	-1.3	0.3	11.8	14.3	-34.4
(35) Cn1c(N/N=C2\CCCc3ccccc32)nc2c1c(=O)n(Cc1ccccc1)c(=O)n2C
    13.0	3.8	-3.8	27.8	-0.4	3.8	3.6	7.7	-22.9
(36) COc1cc2c(cc1OC)C(c1ccc(C)o1)CC(=O)N2 (stereo unspecified)
    13.5	10.8	-0.4	28.1	6.2	1.9	8.0	11.4	-1.6
(37) O=C(COc1ccc(C2SCCS2)cc1)Nc1ccc(Cl)cc1
    3.2	4.0	5.9	1.7	5.4	0.1	3.9	4.1	-11.7
(38) O=C(Nc1ccc(Br)c2cccnc12)c1ccc(Cn2cc(Cl)cn2)o1
    11.9	11.6	-0.9	36.2	-0.2	·	-0.1	6.6	-13.5
(39) COc1ccc2cc(C3OCCO3)c(Cl)nc2c1
    8.4	-0.2	-0.3	-7.7	1.1	5.4	-4.2	5.1	-7.8
(40) O=C(COc1ccc([N+](=O)[O-])cc1Cl)Nn1cnnc1
    7.3	7.9	1.9	-0.2	-0.1	0.2	12.1	11.2	-26.6
(41) COC(=O)NNC1=CC(=O)CC(C)(C)C1
    15.6	9.9	-0.1	1.2	4.5	0.1	6.8	23.6	6.1
(42) COc1ccccc1-n1cc(CN2CCN(CC(C)C)C(CCO)C2)cn1 (stereo unspecified)
    22.2	8.4	1.0	-6.4	-0.9	-0.1	-3.7	2.0	-2.8
(43) COC(=O)C1CCCN1C(=O)COc1ccc(Br)cc1Cl (stereo unspecified)
    -2.0	12.5	0.0	-21.4	-4.3	-0.4	-6.5	-0.1	0.5
(44) Oc1oc(-c2ccc(Br)cc2)nc1C=Nc1ccc(Br)cn1
    25.9	10.3	3.0	-12.8	0.0	0.6	-9.9	4.4	-7.8
(45) CC(NC(=O)C(=O)N/N=C/c1ccc(Cl)cc1)c1ccccc1 (stereo unspecified)
    -13.5	0.8	-0.4	37.4	0.7	0.3	2.3	3.6	-6.7

3 entries from above, reformatted:
32. Cc1ccccc1C(=O)NC(=S)Nc1cccc(NC(=O)C(C)C)c1
33. O=C(c1ccccc1F)N1CCN(c2cccc(C(F)(F)F)c2)CC1
34. CC(=O)C1=C(O)C(=O)N(CCC(=O)O)C1c1ccccc1Cl (stereo unspecified)
entry no.,32,33,34
PPC-1+TRAIL kill,2.6,-14.3,9.0
EP2 antag,8.8,7.5,12.9
TNF necrop inh,-0.3,0.6,-0.4
CHOP inhibitor,8.7,73.7*,18.2
Wee1 degr inh,2.7,-1.6,-1.3
zVAD death inh,0.2,2.4,0.3
FXIa inh 1536,-1.0,3.1,11.8
FXIIa inh 1536,4.7,13.6,14.3
Tb hexokinase,1.3,2.9,-34.4

(listing goes on)
Value order – PPC-1+TRAIL kill	EP2 antag	TNF necrop inh	CHOP inhibitor	Wee1 degr inh	zVAD death inh	FXIa inh 1536	FXIIa inh 1536	Tb hexokinase
(46) CC(c1ccccc1)N(NC(=O)C(O)(c1ccccc1)c1ccccc1)C(=O)c1ccccc1 (stereo unspecified)
    14.2	8.8	3.6	17.0	-3.4	-0.3	7.5	6.1	1.6
(47) Cn1c(=O)c2cn(-c3ccc4c(c3)OCCO4)cc2n(C)c1=O
    36.1	15.6	-2.0	4.7	0.4	54.6	1.3	7.0	-7.7
(48) COCC1=C(C(=O)OC)C(c2cccs2)n2ncnc2N1 (stereo unspecified)
    29.6	4.0	1.4	-1.0	-1.3	0.1	0.2	5.8	-7.1
(49) COC(=O)c1oc2ccc(OC)cc2c1N
    9.8	4.4	2.3	19.3	3.1	2.8	3.8	11.8	-13.2
(50) CC(=O)Nc1ccccc1OCC(=O)NC(C)c1ccc(F)cc1 (stereo unspecified)
    -11.8	9.8	-0.2	42.6	-0.2	1.8	1.2	7.7	-4.1
(51) Cc1ccc(O)c(NC(=O)/C=C/C(=O)O)c1
    27.6	6.7	-0.5	15.0	-0.2	-0.1	-0.1	3.1	-5.7
(52) COc1ccc(C(O)(C(=O)NNc2ccc(C)cc2)c2cccs2)cc1 (stereo unspecified)
    11.8	10.1	-1.3	-35.9	-2.3	-0.1	1.7	5.7	-3.3
(53) Cc1nc2cc(NC(=O)N3CCC(c4ccccc4)C3)ccc2n1C (stereo unspecified)
    -5.6	11.0	3.3	20.8	3.9	0.0	7.3	3.6	7.7
(54) CCC(CC)NC(=O)Cc1ccc(S(=O)(=O)N2CCOCC2)s1
    19.4	7.5	-0.6	-17.3	-0.2	-0.8	19.6	24.6	-0.6
(55) CCOc1ccc2c(c1)N(C(=O)CN1C(=O)CCC1=O)C(C)(C)C=C2C
    45.9	4.6	-1.1	-11.4	-1.2	0.0	-9.0	-2.0	0.0

Individual results from the entries so far.
Under TNF necrop inh, entry 27 has -2.0
Under EP2 antag, entry 11 has 2.1

Screens: PubChem BioAssay, several laboratories
